Screens as filed in PubChem BioAssay.
T cell modulator – T cell immune modulation candidate; 2C CD8+ T cell-vesicle binding, flow cytometry; active compounds read low; AID 2052; calls only at 7 µM; hit rate 0.068% among 330,000;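 active = response, share of CD8 T cells binding vesicles, and their 90th percentile fluorescence all below set limits, cut at about 80% in these data, passing the limit was not always enough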
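Read-out – percent CD8+ FL2 mean versus row control · System – murine 2C transgenic CD8+ T lymphocytes · Times – 1.5 h cell–vesicle binding at 37 °C, then 20 min icy labelling · Control set – naked vesicles low, QL9 vesicles with vehicle high · Detection – cytometric PE anti-B7-1 and Alexa647 anti-CD8 signals after 1% paraformaldehyde fixation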
Large T inhibition – SV40 large T antigen inhibitors, biochemical (AID 1903). hit rate 0.39% among 310,000. one-dose inhibition, % at 20 µM; IC50 in µM for titrated hits. SV40 large T antigen ATPase/helicase inhibition assay; higher % means a stronger effect; in the data active = a potency from the dose series; inconclusive = inhibition mostly from about 32% at the one dose, without a potency; inactive = the rest, 99 in 100 with inhibition below about 32%; note: strong numbers were not always called active
Rac1 GTP hydrolysis – MgcRacGAP GTPase-activating activity inhibitors, confirmation, biochemical, ADP Hunter fluorescence. MgcRacGAP-stimulated Rac1 GTP hydrolysis, ADP Hunter fluorescence; higher % means a stronger effect; GST-tagged Rac1 F28L mutant substrate. inhibition, % at 30 µM, or IC50 in µM where a hit was titrated. hit rate 0.6% among 340,000. AID 624330;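 active = first-screen hits whose inhibition reached a set limit at any dose in the follow-up dose series; inconclusive = inhibition above the set first-screen limit but never retested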;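 note: fluorescence reports GDP produced by GAP-driven GTP hydrolysis; strong numbers were not always called active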
UTI89 phage lysis – inhibition of K1F phage lysis, E. coli UTI89, bacterial capsule biogenesis inhibitors, alamar blue (AID 488966) | inhibition, % at 100 µM, or IC50 in µM where a hit was titrated | E. coli UTI89 K1F phage lysis, alamar blue, 2 h; higher % means a stronger effect | hit rate 0.02% among 340,000;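 active = phage lysis inhibition, versus mean bacterial control, above a set limit; inconclusive = no clear call, values can overlap the other calls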;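 note: capsule biogenesis inhibitors block K1F phage lysis so surviving cells raise fluorescence; higher fluorescence means more inhibition of phage lysis; actives were called in the ten point dose series up to 300 µM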
RSV CPE inhibition – inhibition of RSV-induced cytopathic effect – HEp-2 cells, primary 10 µM value included (AID 2391); hit rate 0.13% among 310,000; HEp-2 cells, RSV-induced CPE inhibition; higher % means a stronger effect; CPE inhibition, % at 10 µM; hits with a dose series show IC50 in µM; in the data active = a potency from the dose series; inconclusive = CPE inhibition mostly from about 23% at the one dose, without a potency; inactive = the rest, 99 in 100 with CPE inhibition below about 21%; note: strong numbers were not always called active
Salmonella PhoP GFP – PhoP-dependent GFP reporter repression – Salmonella Typhimurium, primary screen (AID 1863) | hit rate 0.16% among 300,000 | inhibition, % at 50 µM; hits with a dose series show IC50 in µM | S. Typhimurium PhoP-regulated promoter GFP reporter, 4 h; higher % means a stronger effect;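 active = inhibition over 29.93%, a cutoff 3 SD above the screen mean, later confirmed by dose response; inconclusive = inhibition over 29.93% but no dose response follow-up; inactive = inhibition at most 29.93% or unconfirmed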;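 note: 0% = low Mg2+ inducing control and 100% = high Mg2+ repressing control; strong numbers were not always called active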
NS5 inhibitors – Dengue-2 NS5 methyltransferase inhibitors, primary screen, biochemical, confirmation dose response (AID 588689); Dengue-2 NS5 methyltransferase capping enzyme assay, biochemical; higher % means a stronger effect; hit rate 0.3% among 340,000; inhibition, % at 25 µM, or IC50 in µM where a hit was titrated; in the data active = a potency from the dose series; inconclusive = inhibition above about 29% without an active follow-up result
NTR1 agonist – agonists of NTR1, primary screen, imaging, U2OS cells, beta-arrestin-GFP, high content (AID 493036). activation, % at 20 µM. NTR1-U2OS beta-arrestin-GFP spot imaging, agonist mode. P30989. hit rate 0.17% among 330,000;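 active = activation at or above 40% of the spot to cytoplasm intensity ratio, with at least 20 cells analyzed; inconclusive = wells under 20 cells, flagged as cytotoxic or low count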;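 note: 0% = DMSO without peptide and 100% = 100 nM NTR1 peptide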
Target sequence (P30989 whole entry, looked up): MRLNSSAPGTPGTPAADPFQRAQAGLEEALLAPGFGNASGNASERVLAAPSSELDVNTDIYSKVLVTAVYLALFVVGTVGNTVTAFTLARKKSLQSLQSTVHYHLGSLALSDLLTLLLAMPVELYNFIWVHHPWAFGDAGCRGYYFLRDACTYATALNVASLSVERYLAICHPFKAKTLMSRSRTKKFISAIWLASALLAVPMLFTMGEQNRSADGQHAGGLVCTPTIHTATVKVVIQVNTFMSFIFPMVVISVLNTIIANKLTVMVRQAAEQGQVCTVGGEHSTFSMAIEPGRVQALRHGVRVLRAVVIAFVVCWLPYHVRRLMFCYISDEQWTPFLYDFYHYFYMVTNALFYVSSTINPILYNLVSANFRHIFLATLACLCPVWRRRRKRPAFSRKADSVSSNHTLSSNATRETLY
West Nile antiviral – inhibition of WNV-induced cytopathic effect – cell-based, CPE readout (AID 1621); one-dose CPE inhibition, % at 10 µM; IC50 in µM for titrated hits; West Nile virus-infected cells, CPE inhibition; higher % means a stronger effect; hit rate 0.02% among 290,000; in the data active = a potency from the dose series; inconclusive = CPE inhibition mostly from about 3.7% at the one dose, without a potency; inactive = the rest, 99 in 100 with CPE inhibition below about 2.2%; note: strong numbers were not always called active
T cell modulator vesicle-bound % – further read-out of T cell modulator, marked with its call; double positive events, %; measured here: CD8+ vesicle-bound cell fraction;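 binding gate set so that unloaded-vesicle control wells show 10% double positive cells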
NTR1 agonist cell count 20 µM – further read-out of NTR1 agonist, marked with its call; cell count; measured here: cell count, cytotoxicity flag
NS5 inhibitors pilot replicate – also measured in NS5 inhibitors; calls as there; inhibition, %; measured here: pilot screen replicate inhibition
Numbers without * were called inactive; i = inactive; ? = inconclusive; nt = no result given; & = joins results of further samples; [ ] = dose if it differs, or a comment.

SMILES	T cell modulator	T cell modulator vesicle-bound %	Large T inhibition	Rac1 GTP hydrolysis	UTI89 phage lysis	RSV CPE inhibition	Salmonella PhoP GFP	NS5 inhibitors	NTR1 agonist	NTR1 agonist cell count 20 µM	West Nile antiviral	others
CCOc1ccc2nnc(-c3ccc(Br)cc3)n2n1	i	4	7%	11%	0.5%	-0.2%	10%	4%	-0.7	72	0.5%
CC1=CS(=O)(=O)CC1Sc1nc(C)n[nH]1 (stereo not given)	i	57	8%	0%	0.3%	1.3%	-8%	0%	-1.9	63	0.5%
COc1ccc(-n2nc(C(=O)NCC(=O)NC3CCCCC3)c3ccccc3c2=O)cc1	i	44	3%	7%	-0.2%	0.9%	4%	2%	1.4	61	0.1%
C[C@]12C[C@H](O)[C@H]3[C@@H](CCC4=CC(=O)CC[C@@]43C)[C@@H]1CC[C@@H]2C(=O)CO	i	60	14%	4%	4.6%	21%	-2%	3%	4.1	51	-0.3%
CCc1ccccc1Nc1nc(N)nc(CSCC(=O)Nc2ccc(C)c(C)c2)n1	i	52	-5%	9%	0.1%	2.7%	-7%	-2%	-0.6	86	-0.8%
COc1cccc(C2CC(c3cccc(OC)c3)n3nc(N)nc3N2)c1 (stereo not given)	i	62	1%	3%	1.4%	1.1%	1%	-5%	-0.3	64	0.3%
CCCCCC(=O)Nc1cccc2ccccc12	i	52	1%	13%	0.0%	0.0%	-6%	4%	-1.3	75	-0.3%
Cc1ccccc1NC(=O)c1ccccc1-c1ccccc1	i	52	2%	9%	-0.4%	-0.7%	12%	1%	-1.0	64	-0.7%	NS5 inhibitors pilot replicate=0.6
OCCC1CN(Cc2cccc3nonc23)CCN1Cc1ccsc1 (stereo not given)	i	29	10%	12%	0.2%	-1.4%	-4%	-3%	0.4	66	-0.9%
Nc1ccccc1SC(C[N+](=O)[O-])c1ccccc1 (stereo not given)	i	58	?	?	0.1%	nt	4%	-19%	19	58	0.0%
NS(=O)(=O)c1cccc(NC(=O)c2cncc(Br)c2)c1	i	34	-3%	9%	0.3%	0.7%	-3%	7%	-0.8	64	0.3%
COCC(=O)Nc1ccc(N2CCOCC2)c(S(=O)(=O)Nc2ccc(OC)cc2)c1	i	53	nt	3%	0.6%[50 µM]	nt	nt	-7%	0.3	48	nt
COCCCNc1nc2ccccc2nc1NS(=O)(=O)c1ccc(OC)cc1	i	19	2%	6%	0.4%[50 µM]	1.1%	4%	-2%	-0.4	102	-0.3%
COc1ccccc1NC(=O)Cn1cnc2c(oc3nc4c(cc32)CCCC4)c1=O	i	29	10%	8%	0.0%	9.9%	-6%	-11%	0.6	64	-0.3%
Cc1ccc(-c2sc(-c3ccccc3)nc2CC(=O)Nc2ccccc2F)cc1	i	45	-2%	12%	-0.1%	7.5%	-6%	-2%	-1.4	48	-0.7%
CC(=O)Nc1sc(C)c(C)c1C(=O)OC(C)C	i	26	5%	3%	1.6%	2.3%	-5%	-4%	0.1	45	-0.7%
CCCOc1ccc(/C=C/C(=O)Nc2ccc([N+](=O)[O-])cc2)cc1	i	53	-3%	1%	0.6%	6.5%	3%	1%	2.2	55	nt
CCN(C(=O)CSc1nccc(=O)[nH]1)c1cccc2ccccc12	i	7	nt	4%	-0.2%[50 µM]	nt	nt	6%	1.1	62	nt
COc1ccc(C)cc1NC(=O)c1ccc(S(=O)(=O)N2CCCCC2)cc1	i	17	0%	4%	0.4%	14%	10%	-7%	-0.3	38	-0.1%
Cc1noc(NS(=O)(=O)c2ccc(NC(=O)c3ccc(Cl)c(S(=O)(=O)N(C)c4ccccc4)c3)cc2)c1C	nt	nt	nt	6%	-1.3%[50 µM]	nt	nt	9%	-0.2	51	nt
COC(=O)CSc1nnc(-c2ccc(NS(=O)(=O)c3ccccc3)cc2)o1	i	38	5%	-1%	0.9%	0.2%	-4%	-3%	2.9	44	0.2%
O=S(=O)(NCC1OCCc2ccccc21)c1ccccc1 (stereo not given)	i	51	-2%	3%	0.5%	0.8%	4%	2%	1.4	85	0.6%	NS5 inhibitors pilot replicate=1.2
Cc1cccc(C)c1OCCNC(=O)OCc1ccccc1	i	37	2%	5%	0.1%	-0.8%	4%	-4%	-0.7	40	-0.3%
Cc1cc(C(=O)NCCCN2CC(C)CC(C)C2)n(-c2ccccc2)n1 (stereo not given)	i	35	0%	-1%	0.3%	-0.4%	7%	-1%	-1.7	93	-0.2%
COc1ccc(C(=O)NCc2ccc3c(c2)cc(C)n3C)cc1OC	i	51	2%	7%	-0.4%	0.2%	0%	19%	0.9	40	-1.1%
CCCn1cc(CN2CCCC(C(=O)c3cccc(OC(C)C)c3)C2)c(C)n1 (stereo not given)	i	55	5%	6%	-0.1%	3.0%	4%	-18%	3.2	29	-1.9%
CNC(=O)[C@@H]1CCC(=O)N1	i	26	nt	-13%	0.5%	-0.4%	nt	-4%	-0.3	55	nt
Cc1ccccc1COc1ccc2oc(C)c(C(=O)O)c2c1	i	36	15%	-7%	-0.1%	-2.3%	-10%	-3%	2.1	57	0.6%
O=C1c2ccccc2C(=O)N1CCc1csc(-c2cccc(F)c2)n1	i	59	26%	8%	0.6%	2.4%	5%	-4%	6.5	80	0.1%	NS5 inhibitors pilot replicate=2.4
CCOC(=O)Cn1nc(C)c([N+](=O)[O-])c1C	i	1	8%	-8%	0.0%	1.2%	-4%	-10%	1.0	26	0.4%
OCC[C@@H]1C[C@H](O)[C@@H](O)[C@]2(Cc3ccccc3CO2)O1	i	23	15%	5%	0.5%	0.8%	0%	2%	-0.7	86	-0.5%
CCn1cc2nc(SCC(=O)Nc3ccccc3F)n(Cc3ccccc3)c(=O)c2n1	i	33	12%	12%	0.3%	12%	-7%	-8%	0.0	65	0.1%
Cc1ccc(CSCCNC(=O)c2ccc(C)cc2)cc1	i	56	4%	10%	-0.6%	6.6%	5%	0%	4.5	21	-0.7%
Cc1ccc(OCC(=O)NN=C2C3CC4CC(C3)CC2C4)cc1	i	54	nt	0%	0.3%[50 µM]	0.6%	nt	3%	3.6	44	nt
O=C(COC(=O)C1CC(=O)N(Cc2ccccc2)C1)Nc1ccccc1F (stereo not given)	i	44	5%	4%	-0.1%	2.6%	-2%	-8%	0.7	33	0.8%
COCCNS(=O)(=O)c1cc(Br)ccc1OC	i	35	-12%	7%	-2.0%	0.3%	0%	-6%	1.9	89	0.1%
CCCCCCCCCC(=O)NNC(=O)c1c(O)c2ccccc2n(CC)c1=O	i	61	22%	3%	-0.5%	-2.8%	-3%	-1%	6.6	40	-0.9%
CCCOc1ccc(N2CC(C(=O)NC(C)C)CC2=O)cc1 (stereo not given)	i	6	0%	5%	-2.8%	0.9%	4%	-3%	0.5	90	0.2%
COC(C(=O)Nc1cccc(F)c1)c1ccccc1 (stereo not given)	i	20	20%	12%	-0.1%	1.1%	5%	1%	0.7	39	-0.2%
O=C(CSc1nc2nc3c(cc2c(=O)n1-c1ccccc1)CCCC3)Nc1ccccc1	i	41	3%	8%	1.9%[50 µM]	3.4%	17%	4%	3.3	55	-0.2%
O=C(Oc1ccc(N(Cc2cccs2)C2=NS(=O)(=O)c3ccccc32)cc1)c1ccccc1Cl	i	52	4%	8%	4.2%	4.1%	3%	-1%	2.6	58	-0.3%
CCCNC(=O)c1ccccc1NC(=O)COc1ccc(OC)cc1	i	10	nt	5%	-0.1%	1.2%	-5%	-3%	2.7	67	0.3%
Cc1ccc(Nc2nc(C(=O)NCC3CCCO3)cs2)cc1 (stereo not given)	i	54	13%	5%	0.0%	1.5%	-1%	-4%	1.1	67	-0.1%
CCCCC[C@H](O)/C=C/[C@@H]1[C@@H](CCCCCCC(=O)O)[C@@H](O)C[C@H]1O	i	19	30%	3%	3.5%	3.7%	-1%	-13%	2.7	62	0.7%
CCCOc1cccc(NC(=O)OC2CCN(C)CC2)c1	i	53	5%	12%	1.9%[50 µM]	-0.3%	0%	-6%	2.8	60	-0.5%
COc1ccc(S(=O)(=O)N(c2onc(C)c2Cl)S(=O)(=O)c2ccc(OC)cc2)cc1	i	51	7%	3%	1.3%	1.5%	6%	-4%	-1.8	71	0.2%
CC1CC(C)CN(C(=O)/C=C/c2ccc(S(=O)(=O)N3CCOCC3)cc2)C1 (stereo not given)	i	34	nt	5%	0.3%[50 µM]	0.2%	nt	4%	-1.7	67	nt
CC(=O)Nc1ccc(SCC(=O)OCC(=O)NC(=O)NCc2ccco2)cc1	i	36	12%	11%	0.5%	2.1%	-8%	13%	-0.5	100	nt
CC1(C)Oc2ccc3ccc(=O)oc3c2C[C@H]1O	i	63	19%	2%	1.1%	0.1%	3%&4%	-5%	0.9	66	0.5%
Cc1cccc(CN2CCN(C(=O)CN(C)C(C)C(=O)Nc3ccc(C(N)=O)cc3)CC2)c1 (stereo not given)	i	23	nt	22%	-0.1%[50 µM]	0.6%	nt	-5%	0.6	51	nt

New compounds follow.
SMILES	T cell modulator	T cell modulator vesicle-bound %	Large T inhibition	Rac1 GTP hydrolysis	UTI89 phage lysis	RSV CPE inhibition	Salmonella PhoP GFP	NS5 inhibitors	NTR1 agonist	NTR1 agonist cell count 20 µM	West Nile antiviral	others
CC(=O)Nc1ccc(S(=O)(=O)Nc2nc3ccccc3s2)cc1	i	58	10%	6%	0.2%	1.5%	4%	-7%	-1.5	76	0.5%
NC(=O)Cc1ccc(C(=O)c2ccccc2)s1	i	52	10%	2%	0.5%	2.4%	3%	-5%	0.7	47	0.1%
Cc1ccc(C(=O)CSc2ncnc3sc4c(c23)CCCC4)cc1	nt	nt	-2%	12%	0.1%	-2.2%	7%	-2%	5.9	49	-0.1%
O=C(Nc1ncc(Cc2cc(Cl)ccc2Cl)s1)c1ccc([N+](=O)[O-])cc1	i	39	6%	3%	0.3%	7.2%	5%	-2%	7.6	81	-0.1%
O=C(CC(CC(=O)c1ccccc1)C(=O)O)c1ccccc1	i	26	13%	1%	0.1%	-0.9%	-7%	-2%	2.9	88	0.5%
CCN(c1ccccc1)S(=O)(=O)c1cccc(C(=O)NCC2(N(C)C)CCCCC2)c1	i	13	nt	6%	0.5%[50 µM]	-0.1%	nt	-9%	-0.7	84	nt

Not a hit list; about 1.5% have a hit in one of these screens.
